BLM helicase inh: blocks DNA unwinding by human BLM helicase. P54132. recombinant BLM DNA unwinding, fluorescence dequenching. Potency, µM (doses to about 56.1 µM), without a hit: at the highest dose activity change, negative = inhibition, actives largely listed as inhibitors. 0.2% of 350,000 active. AID 2528;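 note: potency is the fitted concentration of half-maximal effect; plate controls were vehicle for no effect and no enzyme for full effect; nearly all actives have a fitted effect of over 35% in size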
POLB inh: blocks human DNA polymerase beta activity; 1.3% of 340,000 active; Pol beta primer extension/strand displacement, fluorescence kinetic; P06746; AID 485314; Potency, µM (highest dose often 114 µM), without a hit: at the highest dose activity change, negative = inhibition, hits mostly inhibitors; note: potency is the fitted concentration of half-maximal effect; % is set by controls: 0 for no effect and ±100 for the full control effect
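Homogeneous kinetic assay of primer extension and strand displacement by 10 nM Pol beta, preincubated 15 min at room temperature with compound before 50 nM substrate (final) was added. Read at 0 and 10 min; four-parameter Hill fit.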
ALOX12 inh: inhibitors of human 12S-lipoxygenase ALOX12; AID 1671190; Potency, µM (titrated, usually from 108 µM), for the others: top-dose activity change, negative = inhibition, usual class: inhibitors; P18054; 1.1% of 580,000 active; purified 12hLO, xylenol orange hydroperoxide absorbance; note: potency is the fitted concentration of half-maximal effect; % is set by controls: 0 for no effect and ±100 for the full control effect
Target sequence (P18054 whole entry, looked up): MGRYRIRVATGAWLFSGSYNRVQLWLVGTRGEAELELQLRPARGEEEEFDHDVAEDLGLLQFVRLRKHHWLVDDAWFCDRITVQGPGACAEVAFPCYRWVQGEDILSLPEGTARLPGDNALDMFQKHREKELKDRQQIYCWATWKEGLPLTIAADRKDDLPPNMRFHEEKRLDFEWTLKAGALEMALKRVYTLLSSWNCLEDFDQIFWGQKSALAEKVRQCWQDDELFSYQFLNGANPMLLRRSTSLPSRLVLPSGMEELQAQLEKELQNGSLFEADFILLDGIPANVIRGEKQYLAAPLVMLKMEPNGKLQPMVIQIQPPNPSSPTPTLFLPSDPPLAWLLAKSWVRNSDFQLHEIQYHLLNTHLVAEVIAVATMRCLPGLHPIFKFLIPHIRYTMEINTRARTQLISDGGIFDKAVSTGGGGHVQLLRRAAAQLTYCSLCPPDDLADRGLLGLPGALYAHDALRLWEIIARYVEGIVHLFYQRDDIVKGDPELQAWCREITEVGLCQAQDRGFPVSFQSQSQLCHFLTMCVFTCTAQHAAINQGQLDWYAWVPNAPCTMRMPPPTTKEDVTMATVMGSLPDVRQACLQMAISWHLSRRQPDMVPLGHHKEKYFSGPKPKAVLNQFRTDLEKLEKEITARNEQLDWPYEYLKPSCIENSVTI
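Purified human 12hLO at 150 nM in 25 mM Hepes, 0.01% Triton X-100, pH 7.0, preincubated 15 min at room temperature with compound. Reaction started with 40 uM arachidonic acid, 30 min at room temperature. Hydroperoxide measured by Fe-xylenol orange, 573/405 nm absorbance ratio.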
TRHR ag: activates the human TRH receptor. P34981. TRHR cells, calcium flux fluo-8, FDSS agonist mode. activation, % at 2 µM. 0.18% of 360,000 active; in the data active = activation above about 30%; note: 0% is about no effect
Target sequence (P34981 whole entry, looked up): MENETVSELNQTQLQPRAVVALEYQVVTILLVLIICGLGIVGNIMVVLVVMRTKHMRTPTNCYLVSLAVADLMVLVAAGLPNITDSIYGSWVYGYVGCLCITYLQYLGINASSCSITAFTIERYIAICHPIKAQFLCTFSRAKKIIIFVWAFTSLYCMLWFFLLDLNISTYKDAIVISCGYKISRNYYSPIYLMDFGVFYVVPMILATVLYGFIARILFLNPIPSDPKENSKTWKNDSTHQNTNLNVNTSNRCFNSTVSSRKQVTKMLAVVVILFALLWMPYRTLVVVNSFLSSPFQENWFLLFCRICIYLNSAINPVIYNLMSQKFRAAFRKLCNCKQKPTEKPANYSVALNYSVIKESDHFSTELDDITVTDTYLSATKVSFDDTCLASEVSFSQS
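Agonist-mode FDSS calcium read (Ex 480/Em 530, 1 s cycles) in 1536-well TRHR cells with fluo-8 dye, after 10-cycle baseline and 23 nL compound addition; TRH at EC20 (10 nM final) added afterwards for the enhancer phase.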
Pol kappa inh: blocks human DNA polymerase kappa activity | purified Pol kappa, fluorescent DNA synthesis assay, 10 min | Potency, µM (top dose mostly 107 µM), for the others: at the top dose activity, negative = inhibition, usual class: inhibitors | 0.53% of 400,000 active | AID 588579; note: potency is the fitted concentration of half-maximal effect; % is set by controls: 0 for no effect and ±100 for the full control effect
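Activity was followed as the change in fluorescence between reads at 0 and 10 min after starting the reaction with 50 nM substrate. Beforehand, 10 nM polymerase had been preincubated with compound for 15 min at room temperature.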
ERG Ets-DNA blk: ERG Ets/DNA interaction inhibition; P11308; fluorescence polarization, His-ERG Ets domain / labelled DNA; Potency, µM (series often up to 76.9 µM), for the others: at the highest dose FP activity, negative = inhibition, hits mostly inhibitors; 0.028% of 370,000 active; active = well fitted inhibition curve with a large enough effect in the polarisation, with a control signal flat; inconclusive = small, poorly fitted or top-dose-only effect, or effect the other way, or a change in a side signal; inactive = no such curve, though single readings can be large or run the other way; the % refers to the polarisation;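 note: polarization taken with two DNA probes labelled with fluorescein and Texas red; potency is the fitted concentration of half-maximal effect; % of control where 0% means no effect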
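His-tagged ERG Ets domain (1 uM in the protein solution; 300mM KCl, 50mM Tris-HCl, 1mM EDTA, 1mM DTT, pH 7.5) received compound, then a probe mix of 5 nM fluorescein-DNA and 100nM Texas-615-DNA. Fluorescence polarization was read for both dyes.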
APEX1 inh: APE1 (human) endonuclease inhibition; recombinant APE1, TAMRA/BHQ-2 abasic DNA cleavage fluorescence; 0.35% of 350,000 active; AID 2517; Potency, µM (titrated, usually from 65.8 µM), without a hit: top-dose activity change, negative = inhibition, usual class: inhibitors;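 note: potency is the fitted concentration of half-maximal effect; plate controls were vehicle for no effect and reference inhibitor for full effect; nearly all actives have a fitted effect of over 55% in size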
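Endonuclease cleavage of a quenched abasic-site DNA duplex (50 nM) by APE1 (0.75 nM) was tracked by TAMRA dequenching. Compounds were preincubated with enzyme 15 min at room temperature; data normalized to buffer-only and DMSO wells plus NSC13755 control.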
Apoferritin bind: candidate novel general anesthetic via apoferritin binding; P02791; apoferritin/1-aminoanthracene competitive binding, fluorescence; Potency, µM (top dose mostly 77.5 µM), for inactives: at the highest dose activity change, negative = displacement, usual class: inhibitors; 0.074% of 350,000 active; note: potency is the fitted concentration of half-maximal effect; % is set by controls: 0 for no effect and ±100 for the full control effect; nearly all actives have a fitted effect of over 20% in size
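Apoferritin-based anesthetic binding model; compound displacement of fluorescent 1-AMA measured as endpoint fluorescence after 10 minutes at room temperature, scaled to free-ligand and complex controls.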
POLI inh: inhibitors of human DNA polymerase iota; Pol iota fluorescent replication assay, 10 min; Potency, µM (series often up to 115 µM), inactives show top-dose activity, negative = inhibition, most hits filed as inhibitors; 1% of 390,000 active; note: potency is the fitted concentration of half-maximal effect
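Pol iota at 10 nM preincubated 15 min with compounds at room temperature; reaction started with fluorescent substrate, 50 nM final. Fluorescence read kinetically at 0 and 10 min; buffer-only wells as negative control.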
* = called active by the depositor; i = inactive; ? = inconclusive; . = no result given; & = joins results of further samples; [ ] = remark or other dose. Unless noted, calls come from the whole dose curve; as a rule, active = well fitted curve in the direction sought with a large enough effect; inconclusive = small, poorly fitted or top-dose-only effect, or another doubt; inactive = no such curve, though single readings can be large; an effect the other way counts as inactive or inconclusive. An excerpt. The share of hits here may be higher or lower than overall.

SMILES	BLM helicase inh	POLB inh	ALOX12 inh	TRHR ag	Pol kappa inh	ERG Ets-DNA blk	APEX1 inh	Apoferritin bind	POLI inh
Cn1c(CCNC(=O)c2ccccc2)nc2cc(NC(=O)c3ccco3)ccc21	2%	0%	-5%	0.6	-2%	-9%	-5%	-1%	18%
Cc1ccc(NC(=O)CSC(N)=O)cc1Cl	-2%	22%	0%	1.6	-3%	7%	-4%	-11%	13µM*
Cc1ccc(-n2c(=O)c3c(c4cc(C)ccc4n3C)n(CC(=O)Nc3ccc(F)cc3)c2=O)cc1	-2%	-4%	-14%	-0.9	-16%	-1%	.	-10%	1%
CCCCNC(=O)c1ccccc1SCc1c(C)noc1C	1%	14%	0%	0.0	-6%	1%	22%	-6%	8%
CCn1cc(S(=O)(=O)CC(=O)Nc2cc(C)on2)c2ccccc21	2%	21%	0%	-1.4	-8%	-13%	8%	-7%	16%
O=c1[nH]nc(SCc2cc(Cl)ccc2Cl)c(=O)[nH]1	-1%	1%	0%	0.4	-2%	-6%	1%	-5%	-6%
CC(C)C1Nc2ccc(C(=O)N3CCN(c4ccccn4)CC3)cc2NC1=O (centres undefined)	-1%	3%	25%	-1.0	-17%	15%	-7%	-5%	-9%
CC(=O)NS(=O)(=O)c1ccc2sc(C)nc2c1	-2%	1%	-9%	-0.7	-19%	4%	1%	6%	-16%
Cc1ccc(CSc2nnc(-c3ccccc3N)c(=O)[nH]2)cc1	0%	3%	1%	-0.5	0%	0%	?	-15%	-10%
COc1ccc(N(C(=O)c2ccccc2OC)C2C=CS(=O)(=O)C2)c(OC)c1 (centres undefined)	2%	-9%	7%[57.4 µM]	0.5	-5%	.	12%	0%	0%
Cc1cc(C(=O)N2CCc3ccccc32)c2ccccc2n1	1%	-21%	0%	-1.2	-16%	-2%	-10%	-17%	30%
CCn1nnnc1SCC(=O)c1cccc(OC)c1	-6%	7%	0%	-1.0	-9%	1%	-4%	-6%	9%
COc1ccc([N+](=O)[O-])cc1NCC(=O)c1ccc(C)cc1	-4%	21%	0%	-0.5	2%	23%	7%	-8%	48%[activator]
COc1ccc(NC(=O)CCNC(=O)c2ccco2)cc1OC	-7%	0%	-12%	0.4	0%	7%	53%	14%	23%
CCCn1c(=O)[nH]c(=O)c2c1nc(-c1ccc3c(c1)OCCO3)n2CCN1CCOCC1	-2%	2%	?	0.5	-24%	-1%	-1%	-12%	?

Three compounds picked at random from those above:
SMILES	BLM helicase inh	POLB inh	ALOX12 inh	TRHR ag	Pol kappa inh	ERG Ets-DNA blk	APEX1 inh	Apoferritin bind	POLI inh
CCn1nnnc1SCC(=O)c1cccc(OC)c1	-6%	7%	0%	-1.0	-9%	1%	-4%	-6%	9%
COc1ccc([N+](=O)[O-])cc1NCC(=O)c1ccc(C)cc1	-4%	21%	0%	-0.5	2%	23%	7%	-8%	48%[activator]
Cc1cc(C(=O)N2CCc3ccccc32)c2ccccc2n1	1%	-21%	0%	-1.2	-16%	-2%	-10%	-17%	30%

Next part:
SMILES	BLM helicase inh	POLB inh	ALOX12 inh	TRHR ag	Pol kappa inh	ERG Ets-DNA blk	APEX1 inh	Apoferritin bind	POLI inh
CC(C)(C)NC(=O)NC(=O)COC(=O)CNS(=O)(=O)c1ccc(Br)cc1Cl	-9%	-16%	?	-0.9	-22%	-6%	0%	-18%	-11%
O=C(NC1CCSC1=O)c1cccc(Cl)c1 (centres undefined)	-1%	11%	3%	-3.1	-8%	-17%	4%	-4%	18%
Fc1ccccc1COc1ccccc1/C=N/Nc1nc(N2CCCC2)nc(N2CCCC2)n1	-3%	12%	2%	-0.3	0%	3%	3%	-3%	12%
CC(=O)c1ccc(OCC(=O)Nc2ccccc2N2CCCC2)cc1	-1%	11%	-10%	-1.5	-9%	-1%	-2%	-11%	59%[activator]
O=C1c2ccccc2C(=O)C1c1ccncc1	2%	0%	?	0.2	-15%	-4%	-5%	-12%	6%
CCC1(CC)NC(=S)N(Nc2ccccc2)C1=O	-4%	12%	17%	0.2	-3%	.	3%	-10%	-9%
Cc1cc(Cl)ccc1NC(=S)NCc1ccccc1	-4%	-2%	?	-0.1	-4%	8%	-4%	-1%	-6%
C=CCN(C(=O)Cn1ncc2c1-c1cc(C)ccc1OC2)c1ccccc1	-5%	-23%	75%	-0.5	9%	-8%	-4%	-7%	6%
CC(=O)c1cccc(NC(=S)N2CCN(c3ccccn3)CC2)c1	0%	?	0%	-1.0	-14%	-5%	-12%	-19%	21%
OCC[C@@H]1C[C@@H](O)[C@H](O)[C@@]2(CCCc3ccccc3O2)O1	-1%	45%	-3%	0.3	-8%	5%	18%	-5%	23%
Cc1ccc(C(=O)NCC(=O)OCc2cc(=O)n3ccsc3n2)cc1	0%	84%	-11%	-0.1	0%	-3%	.	2%	-3%
O=C(Nc1ccccc1)c1cccc(-c2nnc(-c3ccccc3)o2)c1	-2%	4%	0%	-0.2	3%	7%	11%	6%	4%
CN(C)S(=O)(=O)Nc1ccccc1F	-2%	0%	10%	-0.1	-2%	-8%	-4%	?	74%[activator]
COc1ccc(CCNC(=O)c2ccc3c(=O)n(Cc4ccco4)c(=S)[nH]c3c2)cc1OC	-3%	-24%	?	-0.2	-36%	1%	?	-15%	?
COc1ccc(N2CCN(c3oc(COc4ccc(Cl)cc4)nc3C#N)CC2)cc1	-3%	18%	i	-1.5	-7%	-3%	-4%	66%[activator]	7%
Cc1ccc(C(=O)NC(O)C(Cl)Cl)cc1 (centres undefined)	1%	-8%	-10%	-0.4	-9%	-6%	9%	-9%	24%
COc1cc2ccccc2cc1C(=O)Nc1cccc(-c2nc3cc(C)c(C)cc3o2)c1	3%	-23%	-22%	-0.5	-6%	0%	.	0%	1%
CCc1nnc(NC(=O)CSCc2cc(=O)n3nc(C(C)C)sc3n2)s1	-2%	22%	-4%	0.0	0%	4%	45%	-1%	12%
CCc1ccc(C(=O)COC(=O)c2ccccc2OC)cc1	-6%	14%	-5%	3.0	-13%	-3%	19%	?	10%
CCOc1ccc2sc(NS(=O)(=O)c3ccc(N)cc3)nc2c1	-10%	-8%	-5%	0.7	-3%	7%	-3%	0%	56%[activator]
O=S(=O)(Cc1ccc(Cl)cc1)N1CCN(Cc2ccccc2)CC1	1%	-5%	1%	0.0	8%	-2%	2%	-3%	-16%
CC(OC(=O)c1cccc(S(=O)(=O)N2CCCC2)c1)C(=O)NC1CCCCC1C (centres undefined)	.	.	-6%	0.1	-3%	-10%	-24%	.	36%[activator]
CCc1ccc(-n2c(C)n[nH]c2=S)cc1	-2%	-13%	?	0.6	-7%	6%	-5%	-8%	121%[activator]
O=C(NCc1ccco1)C1CCCN(S(=O)(=O)c2cnc[nH]2)C1 (centres undefined)	0%	45%	-4%	-0.2	-15%	4%	-2%	-1%	-6%
N#CNC(=Nc1cccc(F)c1)SCc1ccccc1F	-4%	-25%	-70%&4%	6.4	-5%	-12%	7%	-10%	-15%
Cc1ccccc1Nc1nc(N)nc(COC(=O)CCS(=O)(=O)c2ccccc2)n1	2%	1%	7%	-0.5	-10%	-1%	-11%	-16%	-7%
CCCC(=O)OCCNc1cc(SCc2ccco2)c2nonc2c1[N+](=O)[O-]	13µM*	11µM*	?	-0.1	35µM*	7%	6%	?	2.5µM*
COc1ccc(-c2ccc3c(=O)cc(-c4ccsc4)oc3c2)cn1	.	.	-7%	.	-17%	61%[activator]	-28%	.	22µM*
CCOC(=O)Cc1csc(NC(=O)CSc2nnnn2-c2ccc(C)c(C)c2)n1	1%	9%	-3%	-0.5	-11%	1%	-3%	?	-13%
CC12CN3CCN(CC(C3)/C1=N\N=C1/C3CN4CCN(C3)CC1(C)C4)C2	-1%	-11%	1%	0.3	-2%[60.1 µM]	-1%	-5%	0%	16%
Cc1ccc(/C=N/NC(=O)c2ccc3c(c2)OCCO3)s1	0%	-17%	-7%	-0.5	-7%	22%	2%	-8%	40%[activator]
CCCCCCC1C(C#N)=C(N)OC2=C1C(=O)CC(C)(C)C2 (centres undefined)	3%	9%	-6%	-0.7	-1%	-2%	-6%	-15%	12%
Cc1ccc(Nc2ccc(C(F)(F)F)cc2[N+](=O)[O-])cc1	3%	6%	-25%	-0.3	1%	6%	1%	-12%	30%[activator]
Cc1ccc(-n2sc3ccccc3c2=O)cc1	-1%	34%	1.1µM*	2.6	-7%	5%	4%	-6%	-3%
COCCN(C(=O)CSc1nc2ccc(Cl)cc2[nH]1)c1c(N)n(Cc2ccccc2)c(=O)[nH]c1=O	-12%	0%	?	0.0	-12%	-3%	14%	-15%	15%
COc1cccc(OCCCCSc2ncccn2)c1	-6%	11%	17%	-1.5	-22%	-4%	-1%	-8%	8%
Cc1c(S(=O)(=O)N2CCN(c3ccccc3)CC2)c(=O)n(C)c(=O)n1C	0%	-1%	-23%	0.7	-18%	12%	?	6%	-30%
Cn1c(=O)n(C)c2cc(CN3C(=O)OC(C)(C)C3(C)O)ccc21 (centres undefined)	4%	0%	2%[57.4 µM]	0.1	3%	-3%	13%	9%	10%
N#CCC(=O)Nc1cc(C(F)(F)F)ccc1N1CCOCC1	-1%	30%	2%	0.4	4%	3%	-1%	-8%	162%[activator]
Cc1onc(-c2ccc3c(c2)OCO3)c1-c1ccc2[nH]ccc2c1	-12%	-1%	-16%	0.0	0%&6%	-1%	22%	-22%	-12%&5%
CC(=O)N1CC(c2ccccc2)C(c2ccc(Cl)cc2)=N1 (centres undefined)	1%	7%	1%	-1.7	-1%	.	-3%	8%	30%
Cn1c(=O)n(C)c2cc(NS(=O)(=O)c3ccc(F)cc3)ccc21	-2%&0%	1%&1%	-1%&-1%	0.7&-0.1	-18%&-4%	4%&-1%	5%	-7%&10%	84%&21%[activator]
O=C(Nc1ccc2c(c1)OCCO2)C1CCN(C(=O)c2ccc(Cl)cc2)CC1	0%	3%	-19%	-0.8	-23%	.	-3%	7%	15%
